# High-throughput results (PubChem)
# PG9 binder: small molecules binding HIV-1 gp120 antibody PG9; hit rate 0.43% among 360,000; inhibition, % at 6.7 µM; TR-FRET gp120-PG9 antibody binding; in the data active = inhibition above about 8.5%
# UHRF1 MBD2 ctr: blocks human UHRF1 binding to methylated DNA. UHRF1 binding to methylated oligo, TR-FRET. inhibition, % at 4.4 µM. hit rate 0.75% among 370,000. AID 687016; in the data active = inhibition above about 21%;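 note: UHRF1 SRA domain binding a hemimethylated CpG hairpin DNA probe; 0% = median of test compound wells and 100% = reference inhibitor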
# LEDGF integ inh: blocks HIV-1 LEDGF/p75-dependent DNA integration. hit rate 0.64% among 370,000. TR-FRET IN-LEDGF/p75 DNA integration, Eu/Cy5. inhibition, % at 3.7 µM;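 active = inhibition above the screen-wide mean plus 3 SD, cut at about 13% in these data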;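 note: signal is the Cy5 over europium emission ratio at 671 and 618 nm; 0% = plate median of compound wells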
# TCR-CD3 inh: inhibitors of human TCR-CD3 interaction | TAMRA-labeled TCR probe fluorescence, biochemical | hit rate 0.37% among 360,000 | AID 651800 | inhibition, % at 9.4 µM; in the data active = inhibition above about 19%;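 note: recombinant mutant TCR 2C K166C tagged with TAMRA read by polarization; 0% = receptor in buffer alone and 100% = receptor with positive control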
# ABHD4 inh: inhibits mouse alpha/beta hydrolase domain 4. inhibition, % at 8.92 µM. purified mABHD4, FP-Rh probe fluorescence polarization. hit rate 0.54% among 370,000. AID 720543. Q8VD66;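 active = inhibition exceeding the mean over every tested compound plus 3 SD, cut at about 30% in these data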;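 note: 0% = plate median of compound wells and 100% = S159A mutant with DMSO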
# Target sequence (Q8VD66 whole entry, looked up, the tested form may be a part): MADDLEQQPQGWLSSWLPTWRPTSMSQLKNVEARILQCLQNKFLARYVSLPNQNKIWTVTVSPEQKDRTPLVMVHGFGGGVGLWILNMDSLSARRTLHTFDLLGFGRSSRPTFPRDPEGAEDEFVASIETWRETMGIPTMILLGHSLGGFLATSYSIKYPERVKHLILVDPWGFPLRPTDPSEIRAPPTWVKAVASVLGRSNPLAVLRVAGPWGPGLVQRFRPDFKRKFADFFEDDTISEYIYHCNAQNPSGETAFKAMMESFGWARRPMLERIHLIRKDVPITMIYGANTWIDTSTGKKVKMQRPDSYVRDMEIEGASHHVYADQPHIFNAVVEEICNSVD
#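 Assay system: mouse ABHD4 enzyme, wild type / Also added: fluorescent activity-based probe FP-Rh / Doses: single nominal dose of 8.92 µM, 0.89% DMSO final / Timing: 45 min compound pre-incubation plus 60 min probe step, 25 °C / Signal: FP readout, ex 525 nm / em 598 nm / Control set: S159A mutant/DMSO as 100%, compound-well median as 0%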
# SIAE primary: blocks human sialic acid acetylesterase; SIAE FP-Rh probe binding, fluorescence polarization; inhibition, % at 9.66 µM; hit rate 0.69% among 370,000; AID 1053197;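 active = inhibition above a cutoff: mean of compounds within the control limits plus 3 SD of those, cut at about 17% in these data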;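 note: 0% = plate median of compound wells and 100% = probe without SIAE protein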
# PRMT1 inh: inhibitors of human PRMT1; Q99873; hit rate 1.3% among 370,000; inhibition, % at 2.79 µM; recombinant PRMT1, activity-based probe fluorescence polarization;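 active = inhibition above about 21% made by adding two undisclosed values, limit read from the data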
# Target sequence (Q99873 whole entry, looked up): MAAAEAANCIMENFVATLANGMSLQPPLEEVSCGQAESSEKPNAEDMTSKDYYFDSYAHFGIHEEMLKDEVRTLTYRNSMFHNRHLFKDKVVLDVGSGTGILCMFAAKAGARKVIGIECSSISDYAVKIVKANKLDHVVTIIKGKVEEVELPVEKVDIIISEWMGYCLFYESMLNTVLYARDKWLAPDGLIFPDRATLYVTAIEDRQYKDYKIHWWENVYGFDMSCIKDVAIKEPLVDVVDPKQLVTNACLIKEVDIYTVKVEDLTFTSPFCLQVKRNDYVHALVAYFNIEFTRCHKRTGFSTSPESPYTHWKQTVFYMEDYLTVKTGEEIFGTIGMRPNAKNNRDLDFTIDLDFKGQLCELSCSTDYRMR
# DDE Tn7 FP inh: disrupts Tn7 cyclic peptide binding to fibrin D-Dimer-E complex. FP displacement of FITC-Tn7 peptide from fibrin DD(E); 0% = median of compound wells per plate. inhibition, % at 8.3 µM. hit rate 0.13% among 370,000. AID 720508;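 active = inhibition above the mean of compounds falling within the control limits plus 3 SD of them, cut at about 14% in these data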;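 note: 0% = plate median of compound wells and 100% = 10 µM Aha-Tn7 peptide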
#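 Assay system: Human fibrin DD(E) protein | Medium: Tris buffer with calcium and detergent, pH 7.8 | Reagent: 0.1 µM fluorescent Tn7 | Compound dosing: Single point at 8.3 µM | Times: 10 min preincubation, 3 h with tracer, room temperature | Detection: Fluorescence polarization of the labelled Tn7 tracer | Controls: Aha-Tn7 high control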
# TDP2 inh: TDP2 (human) inhibition, absorbance primary screen | inhibition, % at 12.8 µM | recombinant TDP2, T5PNP hydrolysis, p-nitrophenol absorbance 415 nm | AID 720702 | hit rate 0.34% among 370,000 | O95551;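 active = inhibition above the mean of all tested compounds plus 3 SD, set per campaign, cut at about 25% in these data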;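 note: 0% = DMSO with enzyme and 100% = buffer with substrate but no TDP2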
# Target sequence (O95551 whole entry, looked up): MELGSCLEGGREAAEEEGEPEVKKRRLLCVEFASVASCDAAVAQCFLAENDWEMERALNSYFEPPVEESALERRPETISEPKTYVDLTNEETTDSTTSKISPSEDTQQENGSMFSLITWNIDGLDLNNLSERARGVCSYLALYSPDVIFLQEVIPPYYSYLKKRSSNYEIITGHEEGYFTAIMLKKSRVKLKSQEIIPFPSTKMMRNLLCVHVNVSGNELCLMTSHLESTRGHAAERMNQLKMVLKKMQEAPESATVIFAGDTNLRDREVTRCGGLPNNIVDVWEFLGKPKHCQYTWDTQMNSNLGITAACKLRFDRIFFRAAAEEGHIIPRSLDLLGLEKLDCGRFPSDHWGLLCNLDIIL
#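 Test system: Human TDP2 enzyme | Reagent: 5 mM T5PNP | Compound dosing: 12.8 µM single point, 1% DMSO | Incubation: Enzyme reaction with compound for 2 h at 37 °C | Technique: p-Nitrophenol epi absorbance | Read-out: % inhibition relative to enzyme-containing and enzyme-free wells | Benchmarks: High control without enzyme, low control DMSO plus TDP2 | Replicates: Singlicate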
# HTRA1 inhibitor: inhibitors of human serine peptidase HTRA1; Q92743; recombinant HTRA1, FP-rhodamine activity-based probe, fluorescence polarization; inhibition, % at 5.96 µM; hit rate 0.5% among 340,000; AID 504803; in the data active = inhibition above about 36%;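 note: 0% = enzyme with DMSO and 100% = wells lacking enzyme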
# Starred values were filed as active, the others as inactive; x = not tested or not shown.
SMILES,PG9 binder,UHRF1 MBD2 ctr,LEDGF integ inh,TCR-CD3 inh,ABHD4 inh,SIAE primary,PRMT1 inh,DDE Tn7 FP inh,TDP2 inh,HTRA1 inhibitor
O=C(NCCN1CCN(C(=O)c2cccs2)CC1)c1cccs1,-2.7,-2,-2,2,-4,2,-4,-2,-1,6
O=C(CSc1n[nH]c(-c2ccco2)n1)Nc1ccc(Br)cc1,-2.8,2,1,2,-4,0,0,3,4,-8
O=C(N/C(=C\c1cccc([N+](=O)[O-])c1)C(=O)N1CCOCC1)c1ccco1,-0.2,0,2,1,-4,1,-2,1,7,6
O=C(c1cccs1)N1CCCC(c2ccccc2)C1 (configuration not stated),1.2,-1,4,7,-3,10,-3,5,-3,-4
Cc1nnc(SCC(=O)N2CCN(C(=O)c3ccco3)CC2)n1-c1ccccc1,-0.7,0,3,-5,0,3,0,-5,3,-6
Cc1cccc(NC(=O)c2cccc(S(=O)(=O)N(C)c3ccccc3)c2)n1,0.3,0,-3,6,-1,-3,0,0,-1,-12
Nc1nc(NCc2ccco2)nc(Nc2ccccc2)c1[N+](=O)[O-],-0.7,2,8,2,-11,-8,-4,-10,-8,3
CNc1ccc(Cl)cc1S(=O)(=O)c1ccccc1[N+](=O)[O-],-2.0,0,-3,-1,-4,5,9,3,7,x
COC(=O)c1c(C)[nH]c(C(=O)COC(=O)Cn2cc(C(F)(F)F)ccc2=O)c1C,1.2,82*,-5,-5,4,-3,1,-1,15,-2
O=C(COC(=O)c1cc(S(=O)(=O)N2CCOCC2)c(Cl)cc1Cl)c1ccc[nH]1,-0.1,-1,2,2,2,-12,-1,-4,3,5
COc1ccc(CCNC(=O)c2cc3c(=O)n4ccccc4nc3n(C3CCCCC3)c2=N)cc1OC,-2.1,-5,-1,3,5,-8,-5,-9,-14,-14
CCn1c(=O)c([N+](=O)[O-])c(NCc2ccc3c(c2)OCO3)c2ccccc21,0.0,1,-3,0,2,12,0,4,2,-17
CC(C(=O)Nc1ccccc1)N(C)Cc1cccs1 (configuration not stated),-0.4,-2,-1,6,-5,-1,-2,-2,-5,-9
COc1cc(C(=O)N2CCN(c3ccccn3)CC2)cc(OC)c1OC,-1.3,-2,1,0,-3,-3,-1,0,12,11
CCOC(=O)CCP(=O)(O)C(O)c1ccc(OC)cc1 (configuration not stated),2.1,5,1,1,-16,-6,9,2,-7,4
CC(=O)Nc1ccc(S(=O)(=O)N(C)CC(=O)OCC(=O)N(C)c2ccccc2)cc1,-2.2,0,1,1,5,0,1,-5,8,-6
CCOC(=O)/C(C#N)=C/Nc1cc(C(=O)OCC)cc2c(OC)c(OC)ccc12,1.0,0,-2,0,6,-3,0,-3,0,2
Cc1ccc(C)c(-n2[nH]c3c4c(ccc3c2=O)C(=O)c2ccccc2C4=O)c1,-8.1,-3,-3,4,17,2,-2,2,6,4
Cc1cc(-n2c(C)c3c(C)nnc(C)c3c2C)ccc1N,0.6,3,-2,-1,21,5,6,-8,4,x
COCCSc1nnc(NC(=O)COc2ccc3c(c2)OCO3)s1,0.1,0,-1,-2,-2,1,3,4,7,5
COC(=O)[C@]1(CC(C)C)N[C@H](c2ccc(-c3cccc(Cl)c3)cc2)[C@@H]2C(=O)N(C)C(=O)[C@@H]21,-0.8,6,1,-7,-4,4,3,4,-5,-25
CCOC(=O)N1CCC(NC(=O)c2ccc3snnc3c2)CC1,-0.8,-2,4,3,7,-4,-6,-11,5,5
O=C(NC1CCCCC1)N1CCCc2ccccc21,-0.9,3,1,1,-5,-2,2,-6,6,-3
COc1ccc(CCNC(=O)C23CN(Cc4ccccc4)CC2C(c2ccc([N+](=O)[O-])cc2)=NO3)cc1 (configuration not stated),-2.5,5,0,3,2,3,-1,4,1,-10
O=C(Cn1ccc(NC(=O)OCc2ccccc2)nc1=O)NCc1ccc2c(c1)OCO2,-0.2,1,0,3,3,1,-2,-1,7,1

# Next section
SMILES,PG9 binder,UHRF1 MBD2 ctr,LEDGF integ inh,TCR-CD3 inh,ABHD4 inh,SIAE primary,PRMT1 inh,DDE Tn7 FP inh,TDP2 inh,HTRA1 inhibitor
CC(=O)Nc1ccc(S(=O)(=O)NC2CC(=O)N(c3cccc(F)c3)C2)cc1 (configuration not stated),-0.1,1,-2,5,4,3,-2,-1,-6,4
CCOC(=O)C1CCN(S(=O)(=O)c2c[nH]c(=O)[nH]c2=O)CC1,-0.1,4,0,-2,-1,1,-1,3,-8,2
CC(c1ccccc1)n1cc(C(=O)NCc2ccccn2)nn1 (configuration not stated),-2.4,1,-1,1,-3,8,-2,-4,2,-1
Cc1cc(C)n(C)c(=O)c1C#N,-0.4,-3,0,-3,-2,4,-3,-1,12,6
CC(C)C(=O)N=c1sc2cc(F)cc(F)c2n1C,2.0,2,-2,-2,-4,-5,3,11,1,2
CCOc1ccc(S(=O)(=O)N2CCC(C(=O)N3CCOCC3)CC2)cc1Cl,0.0,1,-4,-3,8,2,3,1,-9,11
O=C(Cc1cccs1)NC1CCCC1,-0.1,0,-1,0,-4,0,0,5,-2,-1
CC(C)[C@H](NC(=O)OC(C)(C)C)c1nnc(S(=O)(=O)Cc2c(F)cccc2Cl)o1,-0.5,17,0,-2,31*,-6,30*,5,3,4
O=C(COc1ccc2c(c1)OCO2)Nc1cccc(F)c1,-1.5,0,-2,-4,0,6,5,3,1,-3
COc1cccc(C(=O)Cn2c(=N)n(C)c3ccccc32)c1,-0.3,-1,-1,5,6,4,0,-6,3,-8
C#CCSc1nnc(-c2sc3ccccc3c2Cl)o1,-5.3,10,6,-2,-6,5,2,1,-7,-11
C[C@H](NC(=O)c1nc[nH]c1C(=O)N1CCN(C(=O)OC(C)(C)C)CC1)C(=O)OCc1ccccc1,-1.7,2,0,4,6,4,0,2,7,4
CC(C)(C)OC(=O)N1CCC(C(=O)N2CCCCCC2)CC1,0.9,-1,0,2,10,1,-1,1,11,4
CCCNc1c(NC(=O)C2CCC(C)CC2)c(=O)oc2ccccc12 (configuration not stated),0.2,0,2,13,0,-2,-3,8,13,6
Cc1sc(NC(=O)CN(Cc2ccccc2)C(=O)C(C)C)c(C(N)=O)c1C,-4.0,2,0,-5,0,6,2,1,7,-5
CSc1nc(-c2ccccc2)nn1S(=O)(=O)c1ccc(Cl)cc1,1.6,3,1,0,2,4,2,0,2,-2
N#Cc1ccc(-c2ccco2)nc1SCc1ccccc1,-1.3,5,0,-3,-19,-7,0,-2,-2,-32
CCCCCn1nc(C(=O)N2CCc3ccccc32)c2ccccc2c1=O,-1.6,0,5,0,1,1,2,-6,-17,-1
O=C(NC(=S)N(Cc1ccccc1)c1ccccn1)C1CC1,0.6,3,0,-7,5,3,8,0,0,-5
CCOC(=O)[C@@]12CN(C(=O)OC(C)(C)C)CC=C1N(Cc1ccc(OC)cc1)C(=O)[C@H]2CC(=O)NCCCCc1ccccc1,x,-2,0,x,12,8,2,6,-7,x
Cc1nn(-c2ccccc2)c(C)c1/C=N/Nc1nc2ccccc2[nH]1,-8.1,-3,1,-5,42*,24*,3,-7,-16,19
O=C1N[C@@H](Cc2c[nH]c3ccccc23)COC(=O)[C@H](Cc2ccc(F)cc2)C/C=C\C[C@@H]1CC(=O)N(CCO)Cc1ccccc1,-0.7,0,-2,-1,-42,10,1,-3,-11,-44
O=C(/C=C/c1c(F)cccc1Cl)c1ccc(O)cc1,0.4,3,-2,8,-29,-14,-3,-1,3,-30
CC1Cc2ccccc2N1CC(=O)Nc1cccc(S(N)(=O)=O)c1 (configuration not stated),0.1,5,-5,-2,-1,0,5,-2,-3,0
CCCc1cc(N2CCCC2)n2nc(C)c(-c3ccccc3)c2n1,-1.8,1,-2,1,-2,-1,0,-7,-2,-4

# Single records (already shown). Values in the order: PG9 binder, UHRF1 MBD2 ctr, LEDGF integ inh, TCR-CD3 inh, ABHD4 inh, SIAE primary, PRMT1 inh, DDE Tn7 FP inh, TDP2 inh, HTRA1 inhibitor
# `O=C(NC(=S)N(Cc1ccccc1)c1ccccn1)C1CC1` is listed with 0.6, 3, 0, -7, 5, 3, 8, 0, 0, -5
# `CCCNc1c(NC(=O)C2CCC(C)CC2)c(=O)oc2ccccc12` (configuration not stated) is listed with 0.2, 0, 2, 13, 0, -2, -3, 8, 13, 6
# `Cc1cc(C)n(C)c(=O)c1C#N` is listed with -0.4, -3, 0, -3, -2, 4, -3, -1, 12, 6

# (further entries)
SMILES,PG9 binder,UHRF1 MBD2 ctr,LEDGF integ inh,TCR-CD3 inh,ABHD4 inh,SIAE primary,PRMT1 inh,DDE Tn7 FP inh,TDP2 inh,HTRA1 inhibitor
O=C(O)CCC1OC(=O)C(O)=C1c1ccccc1 (configuration not stated),-1.2,0,0,-2,3,1,2,-6,2,4
C/C(N)=C(/C#N)C(=O)CSc1nnc(NC(C)C)s1,-1.2,2,7,0,8,0,5,-1,17,-7
CCOC(=O)c1c(NC(=O)COC(=O)C2CC2C)sc(C)c1C (configuration not stated),-1.5,0,1,1,-2,-3,-6,1,-12,-22
CCCC/C=C1/[C@H](c2ccccc2)N(C)C2=N[C@H](c3ccccc3)CC(=O)N21,x,0,-4,x,-1,-1,-1,4,0,x
COc1ccc(OC)c(NC(=O)CSc2nnc(CCCO)n2-c2ccccc2)c1,1.5,2,-5,-1,2,-1,2,-2,-5,-1
COc1cc(C(=O)NNC(=O)C2CC=CCC2C(=O)O)cc(OC)c1OC (configuration not stated),-1.5,1,-1,12,-4,1,1,4,11,0
O=C(c1cccn(Cc2cccc(Cl)c2)c1=O)N1CCOCC1,-2.7,0,-2,9,-3,8,3,6,5,5
O=C(NNC1=C(C(=O)C(F)(F)F)CCC1)c1ccc(Cl)cc1,0.4,-2,1,4,1,3,0,1,-10,-4
CSCC(=O)Nc1nc(-c2ccc3c(c2)OCCO3)cs1,-0.6,-2,1,1,-5,3,-6,0,1,-10
CCOc1ncccc1C(=O)OC(C)C(=O)Nc1ccc(Cl)cn1 (configuration not stated),5.2,0,-1,6,-4,2,2,-1,16,-6
CCO[C@@H]1OC(C(=O)NC2CC2)=C[C@H](C(C)(C)C)[C@H]1CCCO,0.9,1,1,5,3,3,-1,1,1,5
CC(C)CCNC(=O)COc1ccc2c3c(c(=O)oc2c1)CCC3,-0.6,-2,2,7,-2,-2,0,-6,-8,1
Nc1ccc2c(c1)N1CCN=C1S2,-0.9,-5,4,5,5,10,1,-5,1,5
CCCCCCc1ccc(-c2ccc(C#N)cc2)cc1,-1.1,0,3,3,1,1,-2,-6,-7,x
CCCCCCCCN1C(=O)[C@H](CC(=O)NCc2cccc3ccccc23)C[C@@]2(C(=O)OC)CC(C)(C)CC=C12,0.8,-2,2,1,-7,-7,-4,1,5,x
COc1cc2sc3ccc(-c4ccc(CN5CCOCC5)cc4)cc3c(=O)c2cc1OC,1.6,-1,0,-7,-21,-44,2,1,7,-44
